# Tn6 DDE FP = inhibitors of Tn6 peptide binding to fibrin DD(E), primary screen, biochemical, fluorescence polarization, human fibrin, Tn6 probe | Fibrinogen beta chain (Homo sapiens), P02675 | Fibrin DD(E) TRITC-Tn6 fluorescence polarization displacement | AID 720509, 2013 | 370,000 tested, 0.21% active | inhibition, % at 8.3 µM;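 active means inhibition above a per-campaign cutoff: mean of compounds within control limits plus 3 SD, cut at about 15% in these data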;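 further: 0% = median of all compound wells on the plate and 100% = blocking peptide control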
# ADAM17 inh = ADAM17 inhibitors, primary screen, biochemical, QFRET | 370,000 tested, 0.83% active | recombinant ADAM17, EDANS/DABCYL FRET peptide cleavage | Disintegrin and metalloproteinase domain-containing protein 17 (Homo sapiens), P78536 | inhibition, % at 6.95 µM;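 active means inhibition above the mean of compounds lying between control limits plus 3 SD, set per campaign, cut at about 8.5% in these data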;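 further: 0% = DMSO-only wells as the low control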
# ADAM10 inh = human ADAM10 inhibitors, primary screen, biochemical, QFRET, HTS. recombinant ADAM10, EDANS/DABCYL FRET peptide cleavage, 3 h. 370,000 tested, 0.62% active. Disintegrin and metalloproteinase domain-containing protein 10 (Homo sapiens), O14672. inhibition, % at 7 µM;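 active means inhibition above a per-campaign cutoff equal to the mean of compounds falling between control-based bounds plus 3 SD, cut at about 20% in these data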;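 further: 0% = DMSO wells while the 100% control is not disclosed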
# DDE Tn7 FP inh = inhibitors of Tn7 peptide binding to fibrin DD(E), primary screen, biochemical, fluorescence polarization, human fibrin, Tn7 probe | Fibrinogen beta chain (Homo sapiens), P02675 | FP displacement of FITC-Tn7 peptide from fibrin DD(E); 0% = median of compound wells per plate | inhibition, % at 8.3 µM | 370,000 tested, 0.13% active;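 active means inhibition above the mean of compounds falling within the control limits plus 3 SD of them, cut at about 14% in these data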;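 further: 0% = plate median of compound wells and 100% = 10 µM Aha-Tn7 peptide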
#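 Assay system: human fibrin DD(E) protein / Input: 2 µM fibrin DD(E) / Benchmarks: high control of 10 µM Aha-Tn7 peptide / Measured by: fluorescence polarization of the labelled Tn7 tracer / Medium: Tris buffer with calcium and detergent, pH 7.8 / Timing: 10 min compound pre-incubation, 3 h probe incubation at room temperature / Repeats: one replicate per compound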
# ASAP1 inh = inhibitors of human ASAP1 ArfGAP activity, primary screen, biochemical, fluorescence polarization; Arf-GAP with SH3 domain, ANK repeat and PH domain-containing protein 1 (Homo sapiens), …; ASAP1-stimulated ARF1 GTP hydrolysis, GDP FP detection; inhibition, % at 16.5 µM; 360,000 tested, 0.19% active; AID 624377, 2012; in the data active means inhibition above about 25%;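 further: 0% = vehicle with enzyme and substrate and 100% = no enzyme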
# ARFGAP1 inh = inhibitors of rat ARFGAP1 GAP activity, primary screen, biochemical, fluorescence polarization, GDP tracer; Arfgap1-stimulated ARF1 GTP hydrolysis, GDP FP detection; inhibition, % at 16.5 µM; 360,000 tested, 0.26% active; AID 651572, 2012;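 active means inhibition above a per-plate limit, mean inhibition of low control wells plus 3 SD, cut at about 25% in these data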;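 further: 0% = DMSO wells with enzyme and 100% = wells lacking Arfgap1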
# Target sequence (Q62848 1-136 limits assumed): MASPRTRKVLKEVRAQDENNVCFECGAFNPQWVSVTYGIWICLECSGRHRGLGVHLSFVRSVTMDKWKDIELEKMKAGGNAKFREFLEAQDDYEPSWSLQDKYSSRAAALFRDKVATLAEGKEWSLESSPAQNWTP
#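 System: truncated rat Arfgap1 GAP domain / Medium: HEPES-based buffer, pH 7.5 / Also added: N-terminally truncated human ARF1-GTP substrate / Incubation: enzyme reaction 120 min at 25 °C after 20 min preincubation / Measured by: FP of antibody-bound GDP Alexa 633 tracer, ex 620/em 688 nm / Replicates: singlicate, each compound tested once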
# TDP2 absorb = human TDP2 enzyme inhibitors, primary screen, biochemical, epi absorbance, recombinant enzyme. 370,000 tested, 0.34% active. inhibition, % at 12.8 µM. Tyrosyl-DNA phosphodiesterase 2 (Homo sapiens), O95551. T5PNP hydrolysis, p-nitrophenol absorbance 415 nm;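 active means inhibition above the mean of all tested compounds plus 3 SD, set per campaign, cut at about 25% in these data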;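 further: 0% = DMSO with enzyme and 100% = buffer with substrate but no TDP2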
# Target sequence (O95551 whole entry, looked up): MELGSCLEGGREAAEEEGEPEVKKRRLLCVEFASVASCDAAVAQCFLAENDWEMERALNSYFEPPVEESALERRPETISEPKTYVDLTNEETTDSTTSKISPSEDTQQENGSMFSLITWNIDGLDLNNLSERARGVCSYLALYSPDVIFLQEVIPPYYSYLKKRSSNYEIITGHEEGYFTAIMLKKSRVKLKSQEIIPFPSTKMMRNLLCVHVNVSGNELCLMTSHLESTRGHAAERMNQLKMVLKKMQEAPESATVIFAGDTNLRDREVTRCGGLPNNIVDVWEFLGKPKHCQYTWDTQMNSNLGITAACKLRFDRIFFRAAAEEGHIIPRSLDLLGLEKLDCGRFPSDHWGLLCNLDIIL
#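 test system = human TDP2 enzyme | input = TDP2 enzyme at 120 nM final | medium = 50 mM Tris-HCl pH 7.5 with Mg2+, KCl, DTT, BSA | also added = T5PNP substrate, 5 mM | times = 2 h at 37 °C | technique = epi absorbance | benchmarks = high control without enzyme, low control DMSO plus TDP2 | replication = each compound tested once, singlicate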
# PLC-beta3 inh = human PLC-beta3 inhibitors, primary screen, biochemical, fluorescence | AID 720704, 2013 | 370,000 tested, 0.18% active | Purified PLC-beta3, fluorogenic substrate | inhibition, % at 12.2 µM | 1-phosphatidylinositol 4,5-bisphosphate phosphodiesterase beta-3 (Homo sapiens), Q01970; in the data active means inhibition above about 11%;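 further: 0% = median of compound wells on plate and 100% = full blocker control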
# PLCg1 inh = PLC-gamma1 enzyme inhibitors, primary screen, biochemical, fluorescence, purified enzyme. 370,000 tested, 0.84% active. inhibition, % at 12.2 µM. fluorogenic substrate. 1-phosphatidylinositol 4,5-bisphosphate phosphodiesterase gamma-1 (Homo sapiens), P19174; in the data active means inhibition above about 9.5%
# SIAE inh = human SIAE inhibitors, primary screen, biochemical, fluorescence polarization, FP-Rh probe, 1536-well HTS; 370,000 tested, 0.69% active; inhibition, % at 9.66 µM; AID 1053197, 2014; Sialate O-acetylesterase (Homo sapiens), Q9HAT2; SIAE FP-Rh probe binding;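 active means inhibition above a cutoff: mean of compounds within the control limits plus 3 SD of those, cut at about 17% in these data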;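 further: 0% = plate median of compound wells and 100% = probe without SIAE protein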
# * hit, by the source's call.
1	COc1cc2c(c(OC)c1OC)C(=O)CO2
2	CCOC(=O)c1ccc2c(c1)nc(SCc1cn3ccsc3n1)n2CC
3	CC(=O)c1cc(C#N)c(SCc2ccccn2)nc1C
4	Cc1ccc(OCCC(=O)OCC(=O)NC2CCCCC2)cc1
5	CCOC(=O)Nc1ccc2c(COC(=O)c3ccccc3O)cc(=O)oc2c1
6	COc1cc2c(cc1OC)C(c1c(Cl)cccc1Cl)=NCC2
7	CN1CCN(/N=C/c2nc(-c3cccc([N+](=O)[O-])c3)n3ccccc23)CC1
8	CCCOC(=O)c1ccc(NC(=O)CCC(=O)OCC)cc1

assay / entry	1	2	3	4	5	6	7	8
Tn6 DDE FP	-3	5	-4	1	0	0	2	-4
ADAM17 inh	0	0	2	-3	-141	1	-4	0
ADAM10 inh	1	-6	10	-9	-486	-15	-2	1
DDE Tn7 FP inh	2	3	-4	4	-3	5	3	0
ASAP1 inh	-8	8	-2	-4	-6	-11	-7	6
ARFGAP1 inh	-7	0	-14	-10	-1	-2	-5	0
TDP2 absorb	0	-1	-12	-2	-3	-14	-1	8
PLC-beta3 inh	-24	1	3	2	-172	-127	1	1
PLCg1 inh	-16	1	5	0	-108	-92	3	0
SIAE inh	-5	-2	0	1	-11	-6	5	-3

# A second format for two compounds above:
# The line under a structure holds: Tn6 DDE FP	ADAM17 inh	ADAM10 inh	DDE Tn7 FP inh	ASAP1 inh	ARFGAP1 inh	TDP2 absorb	PLC-beta3 inh	PLCg1 inh	SIAE inh
5	CCOC(=O)Nc1ccc2c(COC(=O)c3ccccc3O)cc(=O)oc2c1
    0	-141	-486	-3	-6	-1	-3	-172	-108	-11
6	COc1cc2c(cc1OC)C(c1c(Cl)cccc1Cl)=NCC2
    0	1	-15	5	-11	-2	-14	-127	-92	-6

# (listing goes on)
9	CN(Cc1cn[nH]c1-c1ccc2c(c1)OCO2)C1CCOCC1
10	COc1cc2c(cc1NC(=O)C(C)OC(=O)/C=C/c1ccc(OC(F)F)cc1)oc1ccccc12 (stereo not drawn)
11	CCCCNC(=S)N(C)/N=C/c1c(F)c(F)c(F)c(F)c1F
12	COc1ccc(NC(=O)c2cc3c(Cl)nc4ccccc4c3s2)c(OC)c1
13	C/C(Cn1nnc([N+](=O)[O-])n1)=N\NC(=O)c1cccc(Cl)c1
14	Cc1c(C)n(C(=O)CSc2nncn2C)c2ccccc12
15	COc1ccccc1C(C(=O)NC1CCCC1)N(C(=O)c1csnn1)C1CC1 (stereo not drawn)
16	O=C(NNC1=Nc2ccccc2SC1)c1ccccc1F

assay / entry	9	10	11	12	13	14	15	16
Tn6 DDE FP	4	-2	3	-1	2	2	-7	-4
ADAM17 inh	-2	-2	0	-2	-6	-1	2	-1
ADAM10 inh	-2	1	1	1	-8	11	-3	14
DDE Tn7 FP inh	4	-4	4	0	-3	-5	0	-1
ASAP1 inh	1	6	10	3	-7	-14	10	8
ARFGAP1 inh	-6	11	-1	10	-1	-4	3	5
TDP2 absorb	5	3	-10	1	1	0	-5	-8
PLC-beta3 inh	-6	0	-2	-1	0	2	-4	-3
PLCg1 inh	-2	-4	0	0	-2	7	1	6
SIAE inh	-1	-13	-7	1	8	-7	-4	2

17	CC1CCCCN1CCCNC(=O)CN1C(=O)CSc2ccc(S(=O)(=O)N3CCOCC3)cc21 (stereo not drawn)
18	O=C(Nc1nnc(-c2ccc(F)cc2)s1)c1c(F)cccc1Cl
19	COc1ccc(Nc2nc(Cl)nc(NCCO)n2)cc1
20	C=C(C)C(=O)Nc1cccc(C(C)=O)c1

assay / entry	17	18	19	20
Tn6 DDE FP	2	-1	-3	-7
ADAM17 inh	-2	3	-3	-2
ADAM10 inh	0	1	-11	4
DDE Tn7 FP inh	1	-5	-3	6
ASAP1 inh	12	-1	0	5
ARFGAP1 inh	8	1	-4	-13
TDP2 absorb	4	0	-1	11
PLC-beta3 inh	-2	-1	0	2
PLCg1 inh	-2	0	-1	2
SIAE inh	3	5	0	-8

# One compound at a time (already shown). Order of screens: Tn6 DDE FP, ADAM17 inh, ADAM10 inh, DDE Tn7 FP inh, ASAP1 inh, ARFGAP1 inh, TDP2 absorb, PLC-beta3 inh, PLCg1 inh, SIAE inh
# C=C(C)C(=O)Nc1cccc(C(C)=O)c1 reads -7, -2, 4, 6, 5, -13, 11, 2, 2, -8
# O=C(Nc1nnc(-c2ccc(F)cc2)s1)c1c(F)cccc1Cl reads -1, 3, 1, -5, -1, 1, 0, -1, 0, 5
# COc1ccc(Nc2nc(Cl)nc(NCCO)n2)cc1 reads -3, -3, -11, -3, 0, -4, -1, 0, -1, 0

# Compound activity from PubChem.
